mcGAS RapidFire – blocks mouse cGAS cGAMP production; Q8C6L5; recombinant mouse cGAS, cGAMP by RapidFire MS; inhibition, % at 12.5 µM; 0.18% of 130,000 active; AID 1259397;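 active means inhibition of cGAS enzyme activity at or above 60%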;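 further: enzyme stimulated by 45 bp dsDNA with ATP and GTP substrates; cGAMP share of summed cGAMP plus half ATP and half GTP signals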
Target sequence (Q8C6L5 whole entry, looked up): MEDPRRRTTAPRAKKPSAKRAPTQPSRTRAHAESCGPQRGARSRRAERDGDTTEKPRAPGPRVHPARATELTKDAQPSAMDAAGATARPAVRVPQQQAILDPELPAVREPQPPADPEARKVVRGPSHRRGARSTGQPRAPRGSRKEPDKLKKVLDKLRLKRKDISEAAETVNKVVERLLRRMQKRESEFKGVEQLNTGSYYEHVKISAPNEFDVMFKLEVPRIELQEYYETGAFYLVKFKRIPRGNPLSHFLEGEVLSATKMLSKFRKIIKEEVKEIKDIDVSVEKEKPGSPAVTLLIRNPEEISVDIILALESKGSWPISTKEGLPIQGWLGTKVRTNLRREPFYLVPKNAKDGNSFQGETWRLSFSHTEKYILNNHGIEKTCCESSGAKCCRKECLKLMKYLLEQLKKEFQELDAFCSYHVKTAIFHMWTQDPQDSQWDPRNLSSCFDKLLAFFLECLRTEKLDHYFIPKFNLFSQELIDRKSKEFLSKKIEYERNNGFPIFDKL
* marks the source's active call; other numbers are inactive results; & = joins results of further samples.

mcGAS RapidFire	compound
-5	CC(=O)Oc1ccc(/C=C2\N=C(c3ccc(C)c(C)c3)OC2=O)cc1OC(C)=O
1	CC(C)(CN1CCN(C(c2ccccc2)c2ccccc2)CC1)NS(=O)(=O)c1ccccc1
11	c1ccc(-c2cc(-c3nc(-c4ccccn4)no3)c3ccccc3n2)cc1
-7	CONC(=O)c1cc(-c2ccccc2OC)n[nH]1
-6	CCC(C)Oc1ccccc1CN (stereo unspecified)
2	Cc1noc(C)c1CCC(=O)N1C[C@@H]2C3CCC(CC3)[C@@H]2C1
-5	CC1(C)C2CC1[C@]1(C)OB(c3ccccc3)O[C@@H]1C2 (stereo partly specified)
-8	Cc1c(Br)cccc1NC(=O)C1(C)CCN1Cc1ccccc1OC(F)F (stereo unspecified)
13	N#Cc1ccccc1NC(=O)c1cnc(-c2ccc3c(c2)OCO3)s1
3	O=C1c2c(O)cccc2Cc2cccc(O)c21
-16	CCC/C=C/c1ccc(Cl)c(C(=O)NC)c1
-5	COC(=O)C1CCN(C(c2ccc(F)cc2)C2Sc3nc(C)nn3C2=O)CC1 (stereo unspecified)
-13	CCn1c(-c2ccccc2)csc1=Nc1ccc2[nH]c(=O)[nH]c2c1
-5	O=C1CC(c2ccccc2)Cc2nc3nc4ccccc4n3cc21 (stereo unspecified)
-3	CC(C)C(=O)Nn1ccc2c(cnc3nc(-c4cccnc4)nn32)c1=O
-1	Cc1ccc(C2(c3ccccc3)NC(=O)N(CN3CCN(C(=O)C4CC4)CC3)C2=O)cc1C (stereo unspecified)
-1	CN1CCc2ccccc2C1C1CCNCC1 (stereo unspecified)
-34	CCOC(=O)C(C#N)C1=NCCC1 (stereo unspecified)
-7	Nc1nnc(C23CC4CC(CC(C4)C2)C3)s1
-22	Nc1nc(NCCc2ccc(O)cc2)nc2nc(-c3ccco3)nn12
-1	CCC(=O)Nc1ccc(O)c(C(=O)N2CCN(c3cccc(C)c3C)CC2)c1
-15	O=C(c1ccccc1)c1c(-c2ccccc2)c2c(=O)n3c(nc2[nH]c1=O)CCC3
0	Cc1ncsc1CCN(C)C(=O)c1ccccc1C1CCNC1 (stereo unspecified)
2	Cc1nn(Cc2ccccc2)c(C)c1CNS(=O)(=O)c1ccc(Br)cc1Cl
8	NC(=O)NC(CC(=O)NC1CCSc2ccccc21)c1ccc(Cl)cc1 (stereo unspecified)

Next entries.
mcGAS RapidFire	compound
-8	O=C(c1cccnc1)C1CCCN(c2nncc(-c3cc4ccccc4o3)n2)C1 (stereo unspecified)
-1	Cc1ccc(C(=O)N(C)C2(C)CCS(=O)(=O)C2)cc1 (stereo unspecified)
-4	O=C(Nc1cccc(-c2ccc(F)cc2)c1)C1CCCN(C(=O)CC2CC2)C1 (stereo unspecified)
-8	COCCC(C)NC(=O)NCC(c1cnn(C)c1)N(C)C (stereo unspecified)
-9	CCC1CCCCN1Cc1nc2c(c(=O)n(C)c(=O)n2C)n1Cc1ccccc1C (stereo unspecified)
-30	COc1cc(=O)n(-c2ccccc2C)nc1C(=O)Nc1ccc(Br)cc1F
-11	CCCCCSc1n[nH]c(-c2ccc(C)cc2)n1
-3	CCCS(=O)(=O)NC(=O)C1(C)CCN1C(=O)Cc1ccc(Cl)cc1Cl (stereo unspecified)
-3	S=c1[nH]nc(-c2cccnc2)n1C1CCCCC1
-12	CCc1nc(-n2ncc(C#N)c2N)c2c3c(sc2n1)CCCC3
-27	CC(=O)Nc1ccccc1NC(=O)CN[C@H]1CCCN(Cc2ccccc2)C1
-1	CCOc1cc(C=Nc2c(C)n(C)n(-c3ccccc3)c2=O)ccc1O
-11	Cc1cccc(OCCC(=O)NC2(C#N)CCN(C)CC2)c1C
0	CN(Cc1cn[nH]c1-c1ccc(F)cc1)C(=O)Cc1ccccc1O
-3	COc1ccc(NS(C)(=O)=O)c(NC(=O)c2ccc(C(C)(C)C)cc2)c1
-1	O=C(Oc1cc(=O)oc2ccccc12)c1cccnc1Cl
-13	Cc1cc(C)n(C(C)CNC(=O)c2cccc(Cn3cccn3)c2)n1 (stereo unspecified)
-42	O=c1c2c3n(c4cc(Cl)c([N+](=O)[O-])cc4c-2nn1-c1ccccc1)CCCCC3
-9	CCO[C@H]1COC[C@@H]1NC(=O)c1nnc2nc(C)cc(C)n12
-2	N#CC1(NC(=O)C2CC(c3ccccc3)=NO2)CCCC1 (stereo unspecified)
15	NC1CCN(C(=O)c2cccc3ccnn23)CC1
-13	Cc1ccc(NC(=O)C2(C)CCN2CC(C)C)cc1O (stereo unspecified)
-6	CCN(c1ccc(NC(=O)c2cccn2C)cc1)C(C)C
-6	C#CCn1c(=NC(=O)c2cc(Cl)sc2Cl)sc2cc(S(N)(=O)=O)ccc21
-9	Cc1ccc2[nH]c(CN3CCN(c4ncccc4C(N)=O)CC3)nc2c1C

Next section:
mcGAS RapidFire	compound
-8	CCOC(=O)Cn1c(=O)c2c(nc3n2CC(C)CN3c2cc(Cl)ccc2C)n(C)c1=O (stereo unspecified)
-12	COc1ccccc1Oc1ccc(NS(=O)(=O)NCc2ccccc2)cc1
-5	CCCc1ncc(CN(C)C2CCCN(CCc3ccccc3)C2)cn1 (stereo unspecified)
-4	COc1ccc(CN2CCCC(CNC(=O)c3cccs3)C2)c(F)c1 (stereo unspecified)
2	CC(C)(C)OC(=O)N1CCN(C(=O)NCc2cccc(C(F)(F)F)c2)CC1
-7	CC(CN(C)c1nc(-c2cccnc2)nc2c1cnn2C)N1CCOCC1 (stereo unspecified)
-10	COc1cc(C2=N/C(=C\C(Br)=C\c3ccccc3)C(=O)O2)cc(OC)c1OC
-9	CSc1ccc(C(=O)N2CCCC(CO)(CCOc3ccccc3)C2)cc1 (stereo unspecified)
-20	O=C(CNC(=O)c1c(F)cccc1Cl)Nc1ccc(F)cn1
-23	COc1ccc(OC)c(-c2cc(N)nc(N3CCOCC3)n2)c1
-2	O=C(CSc1nnc(C2CC2)n1C1CC1)c1cccs1
-21	O=C1NC(=S)/C(=C/c2ccc(OCc3ccc(F)cc3)c(Br)c2)N1
-4	CCN1CCN(c2ccc(F)cc2C(C)NC(=O)Nc2ncc(C)o2)CC1 (stereo unspecified)
21	Cn1cc(-c2ccnc(NC(CCn3ccnc3)c3ccccc3)n2)cn1 (stereo unspecified)
-10	O=C(CCc1nnc(Cc2cccc(C(F)(F)F)c2)o1)N1CCN(CC2CC2)CC1
-6	O=C1NCCN2CCN(C(=O)C3(Nc4ccccc4)CCCC3)CC12 (stereo unspecified)
-8	O=C(CNS(=O)(=O)c1cccc(Cl)c1Cl)N1CCCC1
-11	COc1cccc(CNc2nn[nH]n2)c1OCc1ccc(F)cc1Cl
-8	CCOc1ccc(CN2CCCC(c3nn(C)c(=O)n3CC)C2)cn1 (stereo unspecified)
9	O=C(Nc1ccc(SCc2ccccn2)nn1)C1CC1
-24	CCc1[nH]c2ccc(CNC(=O)Cn3nc(C)ccc3=O)cc2c1C
4	Cc1cccc(NCN2C(=O)c3ccccc3C2=O)c1
-30	CC(C)n1c(Sc2nncn2C)nc2c1c(=O)n(C)c(=O)n2C
-2	COc1ccc(OCC(=O)OCc2cc(-c3cc4ccccc4o3)on2)cc1
-4	CC(C)CNS(=O)(=O)C1CCS(=O)(=O)C1 (stereo unspecified)

Gathered by group: the compounds so far with an NH in an aromatic ring
mcGAS RapidFire	compound
-7	CONC(=O)c1cc(-c2ccccc2OC)n[nH]1
-13	CCn1c(-c2ccccc2)csc1=Nc1ccc2[nH]c(=O)[nH]c2c1
-15	O=C(c1ccccc1)c1c(-c2ccccc2)c2c(=O)n3c(nc2[nH]c1=O)CCC3
-11	CCCCCSc1n[nH]c(-c2ccc(C)cc2)n1
-3	S=c1[nH]nc(-c2cccnc2)n1C1CCCCC1
0	CN(Cc1cn[nH]c1-c1ccc(F)cc1)C(=O)Cc1ccccc1O
-9	Cc1ccc2[nH]c(CN3CCN(c4ncccc4C(N)=O)CC3)nc2c1C
-11	COc1cccc(CNc2nn[nH]n2)c1OCc1ccc(F)cc1Cl
-24	CCc1[nH]c2ccc(CNC(=O)Cn3nc(C)ccc3=O)cc2c1C

New compounds follow:
mcGAS RapidFire	compound
-3	O=C(CC1(C(F)(F)F)NCCN1)c1ccc(Cl)cc1
-17	O=C(Nc1nnc(C2CC2)s1)N1CCC(Cc2cccc(F)c2)CC1
-9	Cc1ncsc1CCC(=O)N1CCCC(C(=O)c2ccc3c4c(cccc24)CC3)C1 (stereo unspecified)
-1	Cc1cc(C)nc(N2CCN(CCC(=O)O)CC2)n1
-2	Cn1nnc2c(=O)n(CC(=O)OCc3ccccc3)cnc21
2	Cc1ccc(Oc2cc(CN)ccn2)cc1C
-23	COc1ccc(C(=O)N2CCC(NC(=O)Cn3ccccc3=O)CC2)c(OC)c1
6	CCOc1ccc2c(c1)C=C(C(=O)N(Cc1cccnc1)C1CC1)CO2
-13&-12	CC(Nc1ccc2nc(C3CC3)sc2c1)C(=O)N1CCOCC1 (stereo unspecified)
-18	CCOC(=O)C(C(=O)N1CCn2cncc2C1)C1CCCCC1 (stereo unspecified)
8	O=C(C=Cc1nc2ccccc2s1)OC1CCOC1=O (stereo unspecified)
-6	COCCn1c(=O)c2c(nc3n2CC(C)CN3c2ccc(OC)cc2)n(C)c1=O (stereo unspecified)
1	Cc1nc2ccc(C(=O)OCC(=O)NC3(C#N)CCCC3)cc2nc1C
-6	COc1cc(S(=O)(=O)Nc2c(F)cccc2F)cc(C(=O)O)c1OC
-2	COc1cccc2cc(-c3nc4ccccc4[nH]3)c(=Nc3cccc(C)c3)oc12
-32	CCC(=O)NC(NC(=O)CC)C(Cl)Cl
-3&-2	O=C(Nc1cccc(-c2ccc(F)cc2)c1)C1CCCN(C(=O)CCN2CCCO2)C1 (stereo unspecified)
-6	O=C(Cc1ccc(-n2cccn2)cc1)NCC(F)(F)F
-15	COC(=O)C1(C(=O)N(C)Cc2ccccc2C(F)(F)F)CC1
-12	CCN(CC)C(=O)C(=O)Nc1cc(C(=O)N(CC)CC)ccc1Cl
-5	CN(C)C(=O)CSc1nnc(-c2ccc(C(C)(C)C)cc2)n1C
-3	CN1CC(C(=O)NCc2ccc3c(c2)CCC3)CC1=O (stereo unspecified)
-4	CC1CN(C(=O)c2nn(C)c(=O)c3ccccc23)CC(C)O1 (stereo unspecified)
7	CCc1ccc(S(=O)(=O)NCCCn2nc(-c3ccc(Cl)cc3)ccc2=O)s1
-3	Cc1nc(C)c(C(=O)N2CCC(n3nccc3NC(=O)C(C)(C)C)CC2)s1

Taken from the entries so far (3 entries):
mcGAS RapidFire	compound
-3	O=C(CC1(C(F)(F)F)NCCN1)c1ccc(Cl)cc1
-17	O=C(Nc1nnc(C2CC2)s1)N1CCC(Cc2cccc(F)c2)CC1
-9	Cc1ncsc1CCC(=O)N1CCCC(C(=O)c2ccc3c4c(cccc24)CC3)C1 (stereo unspecified)

Next section
mcGAS RapidFire	compound
-13	Cc1ncoc1C(=O)NC1CCCc2nc(-c3ccccc3)ncc21 (stereo unspecified)
4	O=[N+]([O-])c1cccc(CSc2cccc3cccnc23)c1
-3	CCc1noc(CN(C)Cc2ccc(Br)cc2)n1
-16&13	Cc1c(CN2CCCC(CNC(=O)c3cccs3)C2)[nH]c2ccc(Cl)cc12 (stereo unspecified)
-9	CCOC(=O)C1C(C)=NC2=C(C(=O)CC(C)(C)C2)C1c1ccc(CC)s1 (stereo unspecified)
10	CNC(=O)c1cc(NCC2CCCCC2)ccn1
-2	O=C(CCc1c[nH]c2ccccc12)N1C[C@H](O)[C@@H](N2CCOCC2)C1
-5	C=CCn1cnc2nc3c(cc2c1=O)c(C)nn3-c1ccccc1
0	Cn1c(Sc2cnccn2)nnc1-c1ccc(F)cc1
-26	O=C(O)CCN1C(=O)C2C3C=CC(C3)C2C1=O (stereo unspecified)
-11	Cc1ccc(NC(=O)CSc2ccc(-c3sc(-c4cccnc4)nc3C)nn2)cc1
-11	CCc1ccc(-c2nccn2CCn2ccnc2)o1
-11	COc1ccc(-c2ccc3nc(CO)[nH]c3c2)cc1Cl
-6	CC(C)c1cccc(C(C)C)c1NC(=O)N1CC(Cc2ccccc2F)C1
-4	COc1ccc(Br)cc1/C=C1N=C(/C=C/c2ccccc2OC)OC\1=O
-4	Cc1c(C(=O)N(C)Cc2ccc(F)cc2)sc(=O)n1Cc1ccc(F)c(Cl)c1
-2	Cc1nc(-c2cccc(NC(=O)C(=O)NC3CCCCC3C)c2)n[nH]1 (stereo unspecified)
-10	COc1c(F)cc(NS(=O)(=O)c2cn(C)c(Cl)n2)cc1F
0	FC(F)(F)COc1nc(N=Nc2ccccc2)nc(N2CCOCC2)n1
-2	CCn1nc(C)c(CN2CCC(Oc3ccccc3C(=O)N3CCCCC3)CC2)c1C
-2	Cn1c(=O)c2c(nc3n2CCCN3c2ccc(F)cc2)n(C)c1=O
-13	COc1ccc(C=NNc2ncnc3sc4c(c23)CCCC4)cc1OC
-7	O=C(Nc1cc(F)cc(F)c1)C1CCN(c2ccc3nnc(C(F)(F)F)n3n2)CC1
17	CCCNc1sc(C(=O)c2ccc(Cl)cc2)c(N)c1C(N)=O
0	O=C(O)C1CCCc2sccc21 (stereo unspecified)

(further entries)
mcGAS RapidFire	compound
-9	CCc1nc2ccccc2n1CCC(=O)N1CCCC(CO)(Cc2ccccc2C)C1 (stereo unspecified)
-15	Cc1ccccc1CSc1ncc(CO)n1CC(=O)NCc1ccc(F)cc1
-2	COc1ccc(OCCCCOc2ccccc2OC)cc1
-1	N=C1C(c2nc3ccccc3s2)C(=O)CN1CC12CC3CC(CC(C3)C1)C2 (stereo unspecified)

High-throughput results (PubChem BioAssay)

This is a subset; rates above refer to the full screens.
